# Assay outcomes deposited in PubChem BioAssay by National Center for Advancing Translational Sciences (NCATS).
# Pf growth 48h = P. falciparum growth inhibition at 48 hours (one generation); Potency, µM (highest dose often 28.7 µM), for inactives: at the top dose activity change, negative = inhibition, actives largely listed as inhibitors; P. falciparum luciferase growth in erythrocytes, 48 h; hit rate 5.9% among 310,000; AID 504832
#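 Luciferase-expressing parasites in RBCs, 2% Hct / 0.1% parasitemia final; RPMI 1640 + 0.5% Albumax; 37 C, 5% CO2, one generation; luminescence read-out, lower signal = inhibition.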
# TbPYK inhibitor = blocks Trypanosoma brucei pyruvate kinase | TbPYK enzyme, Kinase-Glo Plus ATP luminescence, 45 min | Potency, µM (highest dose often 76.8 µM), inactives show at the highest dose activity, negative = inhibition, usual class: inhibitors | hit rate 0.12% among 410,000 | AID 624173; also: nearly all actives have a fitted effect of over 50% in size
#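 Readout: single end-point luminescence (Kinase-Glo Plus, 10 min). Reaction conditions were TbPYK/substrate plus 130 uM ADP, 45 min at RT, pH 7.2 TEA buffer. No-enzyme wells served as controls, and data were normalized before concentration-response fitting.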
# HCV inh = HCV inhibition. Huh7.5.1 HCVcc-Cre infection, luciferase reporter, 44 h. Potency, µM (top dose mostly 41.8 µM), inactives show at the highest dose activity change, negative = inhibition, usual class: inhibitors. hit rate 3.4% among 340,000. AID 651820
#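 Antiviral activity was scored by luciferase reporter output from cells infected with HCVcc-Cre (~0.5 moi) in presence of compound, 44 h infection period, cells seeded 1,000/well 4 h prior.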
# Pf growth 96h = P. falciparum growth inhibition at 96 hour, primary screen for plastid delayed-death inhibitors; P. falciparum luciferase reporter growth, 96 h; Potency, µM (series often up to 28.7 µM), for the others: at the top dose activity change, negative = inhibition, actives largely listed as inhibitors; hit rate 6.9% among 320,000; AID 504834
#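 Delayed-death screen, second-generation endpoint: infected erythrocytes, 2% hematocrit, 0.05% parasitemia final; 96 hours at 37 C, 5% CO2; luciferase detection reagent; luminescence decrease equals reduced growth.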
# LmPK inhibitor = LmPK (Leishmania mexicana) enzyme inhibition. Q27686. purified LmPK, Kinase-Glo ATP luminescence, 1 h. Potency, µM (top dose mostly 57.5 µM), without a hit: at the top dose activity change, negative = inhibition, actives largely listed as inhibitors. hit rate 0.37% among 290,000. AID 1721
# Target sequence (Q27686 whole entry, looked up): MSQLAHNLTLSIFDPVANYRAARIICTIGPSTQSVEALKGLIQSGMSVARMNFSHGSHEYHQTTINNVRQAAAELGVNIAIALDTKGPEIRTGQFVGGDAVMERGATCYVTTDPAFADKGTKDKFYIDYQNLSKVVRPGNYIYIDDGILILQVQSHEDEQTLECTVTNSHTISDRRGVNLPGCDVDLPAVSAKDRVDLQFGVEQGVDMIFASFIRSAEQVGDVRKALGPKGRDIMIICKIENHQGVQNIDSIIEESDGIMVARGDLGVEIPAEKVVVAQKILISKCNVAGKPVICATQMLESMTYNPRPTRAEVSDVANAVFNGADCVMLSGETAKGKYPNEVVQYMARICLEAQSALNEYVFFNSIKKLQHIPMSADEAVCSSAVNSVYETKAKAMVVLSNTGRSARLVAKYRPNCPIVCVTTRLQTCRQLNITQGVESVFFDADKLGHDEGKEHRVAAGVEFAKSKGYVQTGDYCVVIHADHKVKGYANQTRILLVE
#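 0.1 nM LmPK, 0.5 mM PEP, 0.1 mM ADP; 50 mM imidazole pH 7.2, 7 mM MgCl2, 50 mM KCl; 1 h RT. Kinase-Glo luminescence readout, normalized to no-enzyme (full inhibition) and uninhibited wells.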
# Sm TGR block = blocks Schistosoma mansoni thioredoxin glutathione reductase. Q962Y6. Potency, µM (series often up to 114 µM), without a hit: at the highest dose activity change, negative = inhibition, most hits filed as inhibitors. purified TGR, DTNB reduction, TNB absorbance 405 nm. hit rate 3% among 360,000. AID 485364; also: nearly all actives have a fitted effect of over 60% in size
#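 Kinetic colorimetric format: TGR-catalysed, NADPH-driven DTNB reduction monitored via TNB absorbance. Enzyme dispensed at 20 nM; compound exposure 15 min at room temperature before reaction start.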
# * hit, by the source's call; ? = inconclusive; . = no result given; & = joins results of further samples; [ ] = another dose, or the depositor's remark. Calls follow the shape of the dose curve; as a rule, active = well fitted curve in the direction sought with a large enough effect; inconclusive = small, poorly fitted or top-dose-only effect, or another doubt; inactive = no such curve, though single readings can be large; an effect the other way counts as inactive or inconclusive. % is scaled to controls: 0 for no effect and ±100 for the full control effect; potency is read from the fitted curve at half-maximal effect.
# Letters – A = Pf growth 48h; B = TbPYK inhibitor; C = HCV inh; D = Pf growth 96h; E = LmPK inhibitor; F = Sm TGR block
c1ccc2c(N3CCCC3)nc(-c3ccncc3)nc2c1
  A = ?; B = 6%; C = ?; D = ?; E = -2%; F = 1%
COC(=O)c1cccc(NC(=S)N2CCOCC2)c1
  A = 13%; B = 2%; C = 4%; D = 45%; E = 1%; F = 1%
CCCCc1ccc(N=N/C(C(=O)Nc2ccc(NC(C)=O)cc2OC)=C(/C)O)cc1
  A = ?; B = -5%; C = ?; D = -2%; E = 3%; F = -20%
O=C(CNCc1cccc(Cl)c1)N1CCc2ccccc2C1
  A = 23%; B = -13%; C = 0%; D = 23%; E = 0%; F = -17%
Cc1ccc(/C=C/C(=O)OCC(=O)NCc2ccccc2)o1
  A = ?; B = -10%; C = 7%; D = 28%; E = .; F = ?
O=C(NCc1cccnc1)C(=O)NCC1OCCCN1S(=O)(=O)c1ccc(Cl)cc1 (stereo unspecified)
  A = ?; B = -4%; C = 8%; D = -14%; E = 4%; F = -6%
O=Cc1ccc2c(c1)CCN2Cc1ccccc1
  A = 46%[activator]; B = 1%; C = 10%; D = 155%[activator]; E = 1%; F = 0%
CCc1ccc(C(C(=O)NCCOC)N(C(=O)Cn2nnc3ccccc32)c2cccnc2)cc1 (stereo unspecified)
  A = -7%; B = 1%; C = 9%; D = ?; E = -5%; F = -5%
O=C(CCNC(=O)c1ccccc1)OCC(=O)c1cccc(Cl)c1
  A = 13%; B = 1%; C = 24%; D = 2%; E = -4%[11.5 µM]; F = -1%
Cc1nn(Cc2c(F)c(F)c(F)c(F)c2F)c(C)c1NC(=O)c1cccc(COc2ccc(Cl)cc2)c1
  A = 133%[activator]; B = -19%; C = ?; D = 261%[activator]; E = 2%; F = 6%
CCCCNC(=O)COC(=O)c1c2c(nc3ccccc13)CCC2
  A = ?; B = -3%; C = ?; D = ?; E = 3%; F = -7%
O=C(OCC(=O)N1CCOCC1)c1ccc(Cl)cc1[N+](=O)[O-]
  A = 6%; B = 0%; C = 16%; D = 21%; E = -7%; F = -4%
Cc1cc2cc3c(cc2nc1SCc1ccc(C(=O)O)cc1)OCCO3
  A = 11%; B = -3%; C = ?; D = 9.3µM*; E = 0%; F = 10%
Cc1ccc(SC[C@H](Cc2ccccc2)N2CCN(C)CCC2=O)cc1
  A = 12µM*; B = 0%; C = -19%[8.37 µM]; D = ?; E = 8%; F = 40µM*
NS(=O)(=O)c1ccc(NC(=O)Nc2ccc3c(c2)OCO3)cc1
  A = ?; B = -4%; C = -13%; D = ?; E = 7%; F = 2%
CC1CCCC(NC(=O)c2cccs2)C1C (stereo unspecified)
  A = ?; B = 0%; C = 5%; D = ?; E = .; F = -6%
Cc1ccccc1OCc1nnc(SCC(=O)Nc2ccc(N3CCOCC3)cc2)n1C
  A = 0%; B = 2%; C = 1%; D = ?; E = -12%; F = -8%
O=C(NCCCN1CCCCCC1)c1cc2c(=O)oc3ccccc3c2s1
  A = 2.9µM*; B = 0%; C = ?; D = 23%; E = 3%; F = 50µM*
COc1ccccc1NC(=O)CCc1nnc2ccc(NCc3ccco3)nn12
  A = -3%; B = -2%; C = 6%; D = ?; E = -5%; F = -25%
COc1ccc(C2C(C#N)=C(N)SC(N)=C2C#N)cc1OC
  A = -25%; B = -4%; C = 11%; D = -1%; E = -1%; F = 0%
OC(CN1CCN(c2cccc(Cl)c2)CC1)c1ccc(F)cc1 (stereo unspecified)
  A = ?; B = 2%; C = 10%; D = ?; E = 6%; F = 0%
CCOc1c2ccc(C(=O)NCCc3cccs3)cc2nn1CC
  A = 0%; B = 4%; C = -4%; D = 127%[activator]; E = 1%; F = 4%
CCc1c(O)nc(SCC(=O)Nc2nc3ccccc3s2)n(C2CCCCC2)c1=O
  A = 26%; B = 5%; C = 11%; D = 13%; E = 4%; F = 11%
CCCc1nc2c(c(=O)c3ccccc3n2C)c(=O)n1-c1cc(C)cc(C)c1
  A = ?; B = 2%; C = -8%; D = 5.9µM*; E = 2%; F = 6%
Cc1ccc(-n2c(=O)c3ccccc3n(CC(=O)C(C)(C)C)c2=O)cc1
  A = 2%; B = -4%; C = -6%; D = ?; E = -3%; F = 12%

# Part of the list above in order of molecular weight, rising.
# Letters – A = Pf growth 48h; B = TbPYK inhibitor; C = HCV inh; D = Pf growth 96h; E = LmPK inhibitor; F = Sm TGR block
CC1CCCC(NC(=O)c2cccs2)C1C (stereo unspecified)
  A = ?; B = 0%; C = 5%; D = ?; E = .; F = -6%
c1ccc2c(N3CCCC3)nc(-c3ccncc3)nc2c1
  A = ?; B = 6%; C = ?; D = ?; E = -2%; F = 1%
Cc1ccc(/C=C/C(=O)OCC(=O)NCc2ccccc2)o1
  A = ?; B = -10%; C = 7%; D = 28%; E = .; F = ?
NS(=O)(=O)c1ccc(NC(=O)Nc2ccc3c(c2)OCO3)cc1
  A = ?; B = -4%; C = -13%; D = ?; E = 7%; F = 2%
CCOc1c2ccc(C(=O)NCCc3cccs3)cc2nn1CC
  A = 0%; B = 4%; C = -4%; D = 127%[activator]; E = 1%; F = 4%
Cc1ccc(-n2c(=O)c3ccccc3n(CC(=O)C(C)(C)C)c2=O)cc1
  A = 2%; B = -4%; C = -6%; D = ?; E = -3%; F = 12%
CCCc1nc2c(c(=O)c3ccccc3n2C)c(=O)n1-c1cc(C)cc(C)c1
  A = ?; B = 2%; C = -8%; D = 5.9µM*; E = 2%; F = 6%
O=C(NCCCN1CCCCCC1)c1cc2c(=O)oc3ccccc3c2s1
  A = 2.9µM*; B = 0%; C = ?; D = 23%; E = 3%; F = 50µM*
CCCCc1ccc(N=N/C(C(=O)Nc2ccc(NC(C)=O)cc2OC)=C(/C)O)cc1
  A = ?; B = -5%; C = ?; D = -2%; E = 3%; F = -20%

# The list continues.
# Letters – A = Pf growth 48h; B = TbPYK inhibitor; C = HCV inh; D = Pf growth 96h; E = LmPK inhibitor; F = Sm TGR block
COc1cccc(-n2c(CN3CCOCC3)nc3ccc([N+](=O)[O-])cc3c2=O)c1
  A = ?; B = -4%; C = -2%; D = 0%; E = 4%; F = -23%
COc1ccc(-c2nnc(COc3ccc4ccccc4c3)o2)cc1OC
  A = -4%; B = 0%; C = ?; D = 6%; E = 2%; F = 2%
O=C(CSc1nc(Nc2ccccc2)nc(N2CCOCC2)n1)Nc1ccccc1Cl
  A = ?; B = 13%; C = ?; D = 9%; E = -2%; F = 2%
COc1ccc(COC(=O)c2cccc(S(=O)(=O)N3CCCC3)c2)cc1F
  A = ?; B = 0%; C = ?; D = 12µM*; E = -3%; F = 4%
O=C(COC(=O)C1CC2CCCC(C1)C2=O)NC(=O)c1ccc(OC(F)F)cc1 (stereo unspecified)
  A = -2%; B = -3%; C = 17%; D = 32%[activator]; E = -8%; F = 7%
CN(Cc1ccccc1NS(=O)(=O)c1ccc(Cl)cc1)C1CCCCC1
  A = -20%; B = 1%; C = -4%; D = ?; E = 6%; F = -3%
O=C(NCc1ccc2c(c1)OCO2)c1ccc2c(c1)OCCO2
  A = .; B = -5%; C = -5%; D = 18%; E = -2%; F = 0%
Cc1ccc(N(C)C(=O)CCS(=O)(=O)c2cc3c(cc2Cl)NC(=O)CO3)cc1
  A = ?; B = 3%&3%; C = -18%; D = -39%; E = 1%; F = 2%&1%
COCCn1c(-c2ccc(OC(F)(F)C(F)C(F)(F)F)cc2)nc2c1c(=O)[nH]c(=O)n2CC(C)C (stereo unspecified)
  A = .; B = -2%; C = -27%; D = 6.6µM*; E = 7%; F = -6%
CC(C)c1ccccc1OCC(=O)Nc1nnc(C2CC2)s1
  A = -29%; B = 6%; C = -4%; D = 33%[activator]; E = .; F = -7%
Cc1nnc(SCC(=O)N2CCN(S(=O)(=O)c3ccc(Cl)cc3)CC2)n(N)c1=O
  A = -3%; B = 3%; C = 7%; D = .; E = 3%; F = 6%
CCN(CC)c1ccc(C(=O)OCC(=O)NC(C)(C)C)cc1
  A = 37%[activator]; B = 2%; C = ?; D = -3%; E = -4%; F = 4%
O=C(COC(=O)c1cnccn1)c1ccc(C2CCCCC2)cc1
  A = 26%; B = 4%; C = 12%; D = ?; E = -3%; F = -4%
C=CCNC(=O)c1cc2nc(C3CC3)cc(C(F)F)n2n1
  A = .; B = 0%; C = ?; D = 35%[activator]; E = -4%; F = -34%
Cc1nnc(SCC(=O)Nc2cc(S(=O)(=O)N3CCOCC3)ccc2C)s1
  A = -5%; B = 2%; C = 10%; D = 12%; E = .; F = 2%
Cc1ccc2[nH]c(C(=O)O)c(NC(=O)c3ccccc3[N+](=O)[O-])c2c1
  A = -6%; B = -8%; C = 31%[activator]; D = 15%; E = 9%; F = -18%
CCc1ccccc1OCC(=O)Nc1ccc(C)c(S(=O)(=O)N2CCCCCC2)c1
  A = 10µM*; B = 1%; C = 3.5µM*; D = ?; E = .; F = 0%
O=C(Cc1ccc(Cl)cc1Cl)Nc1ccc(OC(F)F)c(Cl)c1
  A = 3%; B = 1%; C = ?; D = 8%; E = 5%; F = -6%
Cc1[nH]c2ccccc2c1/C=N/NC(=O)CNC(=O)c1ccco1
  A = 0%; B = -1%; C = ?; D = 12%; E = 2%; F = -6%
CCC(CC)C(=O)N1CCCC(c2nc(-c3cccs3)no2)C1 (stereo unspecified)
  A = 24%; B = -4%; C = -4%; D = .; E = 0%; F = 3%
CCN(/N=C/c1ccc(N(C)C)cc1)c1nc2ccccc2[nH]1
  A = ?; B = -8%; C = -5%; D = ?; E = 1%; F = -8%
O=C(Nc1nc(-c2ccc(F)c(F)c2)cs1)C1=COCCO1
  A = 84%[activator]; B = 4%; C = -28%; D = 42%; E = .; F = -30%
CC(=O)Oc1ccc(NC(=O)Cc2ccccc2)cc1
  A = 34%[activator]; B = -1%; C = 17%; D = .; E = -19%; F = -9%
Cc1ccc[n+](-c2[nH]c(=O)sc2/C=N/NC(=O)c2ccccc2[O-])c1
  A = 9%; B = 2%; C = 8%; D = -19%; E = -8%; F = 1%
CCOC(=O)c1sc(NC(=O)COC(=O)C(CCSC)NC(C)=O)nc1C (stereo unspecified)
  A = 11%; B = 4%; C = 1%; D = -11%; E = 0%; F = 4%
CCOC(=O)CSc1ccc(S(=O)(=O)N2CCCCC2)cc1[N+](=O)[O-]
  A = 1%; B = -1%; C = 1%; D = 0%; E = 2%; F = -2%
CC(=O)c1ccc(NC(=O)c2noc3c2CCC3)cc1
  A = -16%; B = -3%; C = 10%; D = ?; E = 1%; F = 40µM*
Cc1ccc(CNC(=O)C2CCCN(C(=O)Nc3ccc(F)cc3)C2)cc1 (stereo unspecified)
  A = 0%; B = -1%; C = -15%; D = -4%; E = 1%; F = 1%
COc1cc(/C(C)=N/N2CCOCC2)cc(OC)c1OC
  A = -5%; B = -4%; C = 6%; D = -20%; E = 1%; F = -1%
CC(C)c1ccc(NC(=O)COC(=O)COc2ccccc2)cc1
  A = 34%[activator]; B = -1%; C = 12%; D = 2%; E = -1%; F = 1%
O=C1CC(c2c[nH]c3ccccc23)C(=O)N1 (stereo unspecified)
  A = 11%; B = -13%; C = 15%; D = .; E = -4%; F = 1%
Cc1cc(-c2n[nH]c(=S)n2/N=C/c2cccs2)n[nH]1
  A = 1%; B = -12%; C = 25%; D = 14%; E = -10%; F = -18%
CC1(c2ccc3ccccc3c2)NC(=O)N(CC(=O)N2CCN(c3ccccc3O)CC2)C1=O (stereo unspecified)
  A = ?; B = -7%; C = ?; D = ?; E = -11%; F = -20%
O=C(CCc1nc2ccccc2c(=O)[nH]1)Nc1cccc(S(=O)(=O)N2CCOCC2)c1
  A = ?; B = 6%; C = -13%; D = ?; E = .; F = 6%
CCCCOc1ccc(C(=O)N2CCCCCC2)cc1
  A = 42%[activator]; B = -3%; C = 6%; D = 12%; E = -12%; F = -2%
